ARNT TACC3 PPI – disrupts binding between human ARNT and TACC3; Q9Y6A5; AlphaScreen His-ARNT PAS-B/GST-TACC3 binding, luminescence; TACC3 fragment carries E629A point mutation; inhibition, % at 9.99 µM; hit rate 0.66% among 390,000;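 active = mean inhibition of replicates at least 50% and at least half of replicates each reaching 50%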;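 also: 0% = complete ARNT plus TACC3 wells and 100% = ARNT alone without TACC3; many hits fall short of the cut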
esBAF inh – blocks esBAF chromatin remodeling in mouse ES cells; Bmi1-luciferase knock-in reporter, 24 h; 100% = twice the neutral-well signal; reporter increase, % at 12.5 µM; hit rate 2% among 350,000; AID 602393; in the data active = activation above about 40%;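 also: 0% = median of the plate's neutral control wells and 100% = double that signal; a rise in the Bmi1 reporter signal indicates esBAF inhibition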
RAD54 branch – blocks human RAD54 Holliday junction branch migration. Q92698. FAM/BHQ fluorescence. inhibition, % at 10.4 µM. hit rate 0.14% among 360,000. AID 602329;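 active = mean normalized replicate activity at least 40 and at least half of replicates scoring 40 or more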;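 also: 0% = median of neutral control wells and 100% = median of positive control wells; inhibitors cause a drop in the FAM fluorescence signal; in these data hits start at about 50%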
RAD52 inh – RAD52 (human) annealing inhibition. inhibition, % at 18.7 µM. recombinant RAD52 DNA annealing, FRET fluorescence. AID 651710. hit rate 0.46% among 360,000. P43351;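 active = every replicate showing at least 50% inhibition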
Target sequence (P43351 whole entry, looked up): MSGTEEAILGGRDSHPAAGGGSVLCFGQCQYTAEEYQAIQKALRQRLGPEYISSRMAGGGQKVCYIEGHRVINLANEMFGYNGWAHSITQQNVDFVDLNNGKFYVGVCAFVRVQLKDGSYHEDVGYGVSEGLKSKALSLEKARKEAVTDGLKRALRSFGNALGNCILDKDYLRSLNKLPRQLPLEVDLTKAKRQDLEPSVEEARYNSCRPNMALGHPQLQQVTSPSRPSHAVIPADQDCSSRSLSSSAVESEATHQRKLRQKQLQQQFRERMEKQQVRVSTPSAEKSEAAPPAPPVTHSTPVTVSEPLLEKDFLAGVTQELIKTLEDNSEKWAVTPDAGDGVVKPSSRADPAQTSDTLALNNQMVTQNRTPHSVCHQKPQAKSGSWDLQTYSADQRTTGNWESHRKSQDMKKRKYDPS
PglD inh – PglD (C. jejuni) enzyme inhibition. AID 602405. purified PglD enzyme, DTNB colorimetric CoA detection. hit rate 0.098% among 360,000. inhibition, % at 12.5 µM; in the data active = inhibition above about 16%, passing the limit was not always enough; also: strong numbers were not always called active
Casp6 inh – blocks human caspase-6 cleavage activity. P55212. purified caspase-6, Z-VEID-R110 cleavage fluorescence. inhibition, % at 12.5 µM. hit rate 0.53% among 350,000. AID 686996;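 active = mean inhibition across replicates at least about 35%, with every replicate also reaching that limit, limit read from the data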;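 also: 0% = median of neutral control wells and 100% = no fluorescence left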
ERp5 inh – ERp5 (human) disulfide isomerase inhibition; hit rate 0.05% among 350,000; inhibition, % at 9.99 µM; Q15084; ERp5 insulin aggregation, absorbance 650 nm, 90 min;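 active = mean replicate inhibition above about 25%, with every replicate also reaching it, limit read from the data, passing the limit was not always enough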
Target sequence (Q15084 whole entry, looked up): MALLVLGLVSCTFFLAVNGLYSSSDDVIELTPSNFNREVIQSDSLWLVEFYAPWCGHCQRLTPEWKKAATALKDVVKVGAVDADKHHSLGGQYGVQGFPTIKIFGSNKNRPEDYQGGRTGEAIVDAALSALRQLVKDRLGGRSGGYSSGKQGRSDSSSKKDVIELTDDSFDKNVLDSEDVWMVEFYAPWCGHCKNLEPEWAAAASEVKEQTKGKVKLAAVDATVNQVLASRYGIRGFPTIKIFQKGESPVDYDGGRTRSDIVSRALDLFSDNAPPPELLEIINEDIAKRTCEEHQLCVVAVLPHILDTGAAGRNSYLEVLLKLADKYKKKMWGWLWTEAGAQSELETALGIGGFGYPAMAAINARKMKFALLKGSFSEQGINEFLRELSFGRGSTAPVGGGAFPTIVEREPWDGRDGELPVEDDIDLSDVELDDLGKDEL
E-selectin induc – E-selectin induction on HUVECs. HUVEC E-selectin immunofluorescence imaging; normalized: neutral wells 0, TNF-alpha wells 100. activation, % at 7.58 µM. P16581. hit rate 0.37% among 260,000;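 active = mean E-selectin-positive cell signal at least 10% of the positive control, reached in at least 60% of replicates, without over 20% cell loss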;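 also: in these data hits start at about 27%; measured in HUVEC primary endothelial cells; signal is the percent of cells scored E-selectin positive by PE staining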
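System: HUVEC, human umbilical vein endothelial cells; quantity: 3,000 cells/well; buffer or medium: EGM-2 medium, gelatin-coated wells; dosing: single-point compound dose; detection: immunofluorescence imaging; evaluation: % PE-positive cells; benchmarks: TNF-alpha, DMSO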
Numbers without * were called inactive; . = no result given.

SMILES	ARNT TACC3 PPI	esBAF inh	RAD54 branch	RAD52 inh	PglD inh	Casp6 inh	ERp5 inh	E-selectin induc
O=C(CSc1nnc(-c2ccncc2)o1)Nc1ccccc1C(F)(F)F	0.6	-3.9	-0.1	-1.2	3.3	-2.0	0.6	-0.6
COc1cc2ccccc2cc1C(=O)NC(=S)Nc1cc(C(=O)O)ccc1C	-0.3	3.0	1.5	-11.0	-0.7	-8.0	-3.9	0.2
Cn1nnnc1SCCNCc1ccncc1	-15.0	4.0	-4.1	.	-0.4	.	.	.
O=C(O)CCCC(=O)Nc1ccccc1C(=O)N1CCCC1	-3.0	0.3	-2.9	.	2.7	.	.	.
Cc1[nH]nc(-c2ccc(OCc3cnn(-c4ccccc4)c3)cc2O)c1Oc1ccc(Cl)cc1	7.7	6.8	-10.0	.	4.7	.	.	.
Cc1cc(Cl)c(S(=O)(=O)N2CC(C)OC(C)C2)cc1OCC(N)=O (centres undefined)	-14.8	-5.2	6.6	.	1.2	.	.	.
COCCN1C(=O)c2ccccc2C(C(=O)NCCCN2CCCC2=O)C1c1c[nH]c2ccccc12 (centres undefined)	-4.3	-11.8	-0.9	.	-7.7	.	.	.
CNC[C@@H]1Oc2ccc(NS(=O)(=O)c3ccc(OC)cc3)cc2C(=O)N([C@H](C)CO)C[C@@H]1C	-4.0	5.9	1.6	-6.2	8.1	-3.7	3.2	0.1
Cc1cc(C)n(C(=O)CCCC(=O)n2nc(C)cc2C)n1	-4.2	-3.0	4.6	.	-1.7	.	.	.
CCOc1ccccc1N(CC(=O)NC1CCCCC1)C(=O)CCC(=O)Nc1nccs1	-1.9	-4.7	-6.3	-14.9	5.3	4.6	-0.2	0.1
COC(=O)c1ccc(NC(=O)CN2CCOCC2)cc1	-0.6	6.6	-1.2	.	1.2	.	.	.
CCOc1ccc(NCc2cccn2-c2nnc(N3CCC(C(=O)NCCCN4CCCCC4C)CC3)s2)cc1 (centres undefined)	9.1	-13.0	13.2	79.9*	-5.0	-129.9	0.9	.
CCNC(=O)C1CCCN(Cc2cc(C(F)(F)F)ccc2Cl)CC1 (centres undefined)	.	-2.3	3.2	-7.1	-4.4	-0.2	-6.6	-0.2
C[C@@H]1CN([C@H](C)CO)C(=O)Cc2cc(NC(=O)c3ccncc3)ccc2O[C@H]1CN(C)Cc1ccc(C(=O)Nc2ccccc2N)cc1	.	.	.	9.6	.	-2.0	4.2	5.7
COC(=O)CSc1nc(NCC(C)C)nc(N2CCOCC2)n1	-3.4	-5.1	11.1	-12.8	-1.1	1.4	-1.0	.
Cc1ccc(-c2csc(N(CCCN3CCOCC3)C(=O)c3ccco3)n2)cc1	5.8	15.0	16.6	.	-2.4	.	.	.
CC(=O)N1CCN(CC(C)(C)NS(=O)(=O)c2ccc(C)cc2)CC1	-12.4	-7.0	-4.9	-2.1	-2.0	-1.0	4.1	-0.3
COc1ccc(OC)c(NC(=O)Nc2nc(C(N)CCc3ccccc3)cs2)c1 (centres undefined)	.	-1.1	6.1	-20.6	1.6	7.8	1.9	-0.2
CC(=O)Nc1cccc(-c2cn3ccccc3n2)c1	.	.	.	2.4	.	-0.3	-6.4	-0.2
Cc1noc(C)c1C(=O)NCCc1ccccc1	-6.4	6.1	6.2	.	0.7	.	.	.
Cc1ccc(S(=O)(=O)CC2CSc3nc(N)cc(=O)n32)cc1 (centres undefined)	-2.4	-6.8	0.7	3.2	-6.0	2.1	-5.4	.
O=C(C1CCC1)N1CC(=O)N2[C@H](CO)[C@@H](c3ccc(-c4cccnc4)cc3)[C@@H]2C1	.	.	.	-6.5	.	4.6	-4.8	0.2
Clc1cccc(/C=N/N2CCN(Cc3ccccc3)CC2)c1	.	23.2	9.6	-2.1	1.8	1.6	5.2	.
COCC(=O)N1[C@H](C(=O)N2CCN(C)CC2)[C@@H](CO)[C@@H]2Cn3c(ccc(C4=CCCC4)c3=O)[C@@H]21	.	.	.	-16.8	.	1.3	2.5	0.1
O=C(OCC(=O)N1CCC(Cc2ccccc2)CC1)c1ccccc1	0.4	.	.	-7.3	.	-1.2	-2.8	.
O=C(NC(=S)Nc1ccc(Br)cn1)c1cccs1	-0.5	.	-7.6	-1.6	2.8	-0.8	1.6	0.1
CCc1ccc2c(c1)cc(CN(C(=S)Nc1ccccc1)C1CC1)c1nnnn12	-3.6	-6.5	-1.3	.	7.9	.	.	.
COc1cccc(-c2ccc3c(c2)[C@H]2[C@H](CCN2C(=O)NC2CCCCC2)[C@H](CO)N3C)c1	.	.	.	35.0	.	-0.6	0.9	0.4
Cc1cc(NC(=O)CSc2nc3c(cnn3-c3cccc(Cl)c3)c(=O)[nH]2)no1	1.7	-1.6	4.0	-24.6	-5.2	0.0	-4.1	-0.4
COC(=O)Cc1ccc(NC(=S)NNC(=O)c2ccccc2Br)cc1	1.0	.	-7.4	-7.2	3.2	-1.1	2.3	0.5

8 compounds out of the list, sorted by formula weight, smallest number first:
SMILES	ARNT TACC3 PPI	esBAF inh	RAD54 branch	RAD52 inh	PglD inh	Casp6 inh	ERp5 inh	E-selectin induc
Cc1noc(C)c1C(=O)NCCc1ccccc1	-6.4	6.1	6.2	.	0.7	.	.	.
CC(=O)Nc1cccc(-c2cn3ccccc3n2)c1	.	.	.	2.4	.	-0.3	-6.4	-0.2
Clc1cccc(/C=N/N2CCN(Cc3ccccc3)CC2)c1	.	23.2	9.6	-2.1	1.8	1.6	5.2	.
Cc1ccc(S(=O)(=O)CC2CSc3nc(N)cc(=O)n32)cc1 (centres undefined)	-2.4	-6.8	0.7	3.2	-6.0	2.1	-5.4	.
O=C(C1CCC1)N1CC(=O)N2[C@H](CO)[C@@H](c3ccc(-c4cccnc4)cc3)[C@@H]2C1	.	.	.	-6.5	.	4.6	-4.8	0.2
COc1ccc(OC)c(NC(=O)Nc2nc(C(N)CCc3ccccc3)cs2)c1 (centres undefined)	.	-1.1	6.1	-20.6	1.6	7.8	1.9	-0.2
COc1cccc(-c2ccc3c(c2)[C@H]2[C@H](CCN2C(=O)NC2CCCCC2)[C@H](CO)N3C)c1	.	.	.	35.0	.	-0.6	0.9	0.4
COCC(=O)N1[C@H](C(=O)N2CCN(C)CC2)[C@@H](CO)[C@@H]2Cn3c(ccc(C4=CCCC4)c3=O)[C@@H]21	.	.	.	-16.8	.	1.3	2.5	0.1

New compounds follow
SMILES	ARNT TACC3 PPI	esBAF inh	RAD54 branch	RAD52 inh	PglD inh	Casp6 inh	ERp5 inh	E-selectin induc
O=C(Nc1ccc2c(c1)OCO2)N[C@@H]1CC[C@H](CCNC(=O)C2CCC2)O[C@H]1CO	-21.6	0.9	-1.6	7.7	0.9	4.9	4.9	-0.6
COc1ccc(-n2ncc3c(SCC(=O)OC(C)C)ncnc32)cc1	.	-8.3	6.3	1.8	-8.3	-0.9	3.7	-0.2
Cc1cccc(OCCCC(=O)NNC(=O)c2ccncc2)c1	-3.9	-5.4	3.8	-7.8	3.8	-1.2	4.9	-0.5
C[C@@H]1CN([C@@H](C)CO)C(=O)Cc2cc(NC(=O)Nc3ccc(C(F)(F)F)cc3)ccc2O[C@@H]1CN(C)S(=O)(=O)c1ccccc1	.	.	.	2.6	.	2.0	2.6	3.7
CO[C@@H](CN(C)CC1CCOCC1)[C@H](C)CN(C(=O)Nc1ccc(F)cc1)[C@@H](C)CO	-0.5	0.1	6.1	-31.2	-0.5	-12.8	2.1	-0.1
CCCNC(=O)[C@@H]1[C@@H](CO)[C@@H]2Cn3c(ccc(C4=CCCC4)c3=O)[C@@H]2N1C(=O)CC	-3.3	1.5	-8.3	-15.8	1.0	-3.2	3.4	-0.1
Cc1ccc(S(=O)(=O)N2CC(C)N(C(=O)N3CCOCC3)C2)cc1 (centres undefined)	9.1	-0.2	-2.7	-3.0	-3.7	-0.6	3.0	0.0
Cc1cccc(C)c1OCC(=O)Nn1c(=O)[nH]c2ccccc2c1=O	-3.2	.	.	-7.7	.	0.1	-8.7	.
O=C(COc1coc(CN2CCc3ccccc32)cc1=O)NCCc1ccccc1	3.4	-8.8	3.7	-7.4	0.5	5.5	-11.4	-1.9
NC(=O)c1nc[nH]c1C(=O)Nc1cccc(NC(=O)c2cccc(C(F)(F)F)c2)c1	-16.6	0.3	6.1	-73.8	0.2	-0.1	-1.8	.
O=C(Nc1nccs1)[C@@H]1[C@@H](CO)[C@@H]2Cn3c(cccc3=O)[C@H]1N2C(=O)C1CCCCC1	.	.	.	1.7	.	-0.7	-4.1	-0.2
CCCNC(=O)C[C@H]1CC[C@H]2[C@H](COc3ccc(NC(=O)c4cc(C)on4)cc3C(=O)N2C)O1	-22.9	-0.9	-8.6	1.7	0.9	-2.2	4.9	0.0
CCN(c1ccccc1)S(=O)(=O)c1ccc(C(=O)NCC(c2cccs2)N(C)C)cc1 (centres undefined)	0.0	.	.	-16.0	.	-2.0	1.1	-1.3
O=S1(=O)CC(N2CCN(CCO)CC2)CN1Cc1cn(Cc2ccccc2C(F)(F)F)nn1 (centres undefined)	.	0.3	5.0	-11.3	-5.5	3.0	-0.2	-0.2
CN1CCN(c2ccc(S(=O)(=O)N3CCCCC3)cc2NC(=O)c2cccc([N+](=O)[O-])c2)CC1	3.0	.	.	-4.9	.	1.7	3.6	4.4
O=c1cc(C=NNc2ccccc2)[nH]c(=O)[nH]1	-3.9	.	.	-41.7	.	-1.1	-4.0	-0.8
O=C(COC(=O)Cc1ccccc1F)Nc1ccccc1[N+](=O)[O-]	-9.5	-2.4	-0.4	-3.4	-2.3	2.2	2.6	0.1
CC(=O)c1cccc(OCc2cc(C(=O)N3C[C@@H](C)O[C@@H](C)C3)no2)c1	-1.5	64.9*	0.6	-4.2	7.0	5.2	3.4	.
COC(=O)[C@]1(C)N[C@H](CN(C)C(=O)c2ccc(C)cc2)[C@@H]2C(=O)N(C)C(=O)[C@@H]21	-2.5	-8.0	-19.3	-10.6	-0.4	0.5	-0.5	-1.9
CCCCCC(=O)N1CCCC1	-3.5	4.9	-3.4	-10.9	3.8	1.8	1.0	-0.1
CN(C[C@H]1[C@H](c2ccccc2)[C@@H](CO)N1C(=O)c1ccccc1)C(=O)C1CC1	-0.7	-0.5	-2.4	2.0	2.3	-1.1	12.2	-0.1
O=S(=O)(Cc1ccccc1)N1CCCCN2[C@H](C1)[C@@H](c1ccc(-c3cncnc3)cc1)[C@@H]2CO	-22.9	.	7.4	.	-3.5	.	.	-0.1
COCC(=O)Nc1ccc2c(c1)[C@H]1C[C@@H](CC(=O)N3CCOCC3)O[C@H](CO)[C@H]1O2	6.0	-1.0	-10.4	-4.8	-2.2	-1.5	-2.4	0.1
Cc1ccc(C)c(C(O)c2ncc(-c3ccc4ccccc4c3)[nH]2)c1 (centres undefined)	.	3.2	5.9	-7.6	-6.2	-0.9	-5.1	0.4
COc1cccc(CC(NC(C)=O)C(=O)NC2CCN(C(=O)Nc3ccc(C)cc3)CC2)c1 (centres undefined)	-5.5	-2.5	-7.8	-12.5	-0.5	-1.1	2.0	20.4
O=C(CCc1ccccc1)Nc1nnc(-c2ccc3c(c2)OCCO3)o1	4.7	.	.	-5.2	.	-1.8	0.4	2.7
O=C(/C=C/c1ccc(F)cc1)N1CCCc2ccccc21	1.7	.	.	-16.1	.	4.4	-1.9	.
Cc1ccc(S(=O)(=O)N2CCOCC2)cc1NC(=O)CSc1ccc(Cl)cc1	.	-2.1	-5.0	-13.6	1.1	0.0	-2.0	-0.3

This is a random part of the collection; overall some 3.2% were active at least once.
